PHOSPHO1 block – inhibitors of human PHOSPHO1 phosphatase. Q8TCT1. recombinant PHOSPHO1, absorbance phosphatase assay. inhibition, % at 13.3 µM. 1.1% of 290,000 active. AID 1565; in the data active = inhibition above about 60%
IDE inh – inhibitors of human insulin-degrading enzyme in cells; HEK cells, FAbetaB cleavage, fluorescence polarization; inhibition, % at 5.59 µM; 0.41% of 320,000 active; AID 434962;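 active = percent inhibition above the average of all tested compounds plus 3 SD, set per screening campaign, cut at about 16% in these data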;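 note: IDE supplied by intact live HEK cells; FP after avidin binding of uncleaved biotin substrate so inhibition keeps polarization high; 0% = DMSO wells and 100% = 60 µM reference IDE inhibitor Ii1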
IMP-1 inh – blocks Pseudomonas aeruginosa IMP-1 metallo-beta-lactamase. inhibition, % at 5.6 µM. 0.45% of 290,000 active. purified IMP-1, nitrocefin hydrolysis, epi-absorbance fluorescence;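 active = inhibition above the mean plus 3 SD of all compounds in the same screening run, cut at about 4.5% in these data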;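 note: 0% = IMP-1 with DMSO and 100% = DMSO wells lacking enzyme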
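System – purified recombinant IMP-1 beta-lactamase · Input – IMP-1 dispensed at 0.2 nM · Timing – 15 min preincubation plus 25 min reaction at 25 °C · Signal – Epi-absorbance fluorescence, 480 nm excitation, 530 nm emission · Measure – percent IMP-1 inhibition derived from blank-referenced optical density · Controls – Enzyme-plus-DMSO low control, enzyme-free DMSO high control · Replication – singlicate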
M18AAP inhibitor – blocks P. falciparum M18 aspartyl aminopeptidase; recombinant PfM18AAP, H-Glu-NHMec fluorogenic cleavage; inhibition, % at 7.35 µM; 1.2% of 290,000 active; AID 1822;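 active = inhibition above the campaign mean inhibition over all tested compounds plus 3 SD, cut at about 28% in these data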;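 note: 0% = plate median of test compound wells and 100% = 2 mM ZnCl2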
VIM-2 inhibitor – inhibitors of Pseudomonas aeruginosa VIM-2 metallo-beta-lactamase. inhibition, % at 5.6 µM. 0.89% of 290,000 active. purified VIM-2, nitrocefin hydrolysis, epi-absorbance fluorescence;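 active = inhibition above the mean of all tested compounds plus 3 SD, cutoff set per screening run, cut at about 7.5% in these data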;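 note: red hydrolysis product quenches plate fluorescence so inhibitors raise well fluorescence; 0% = enzyme with DMSO and 100% = DMSO without enzyme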
pCIP destab – compounds decreasing mouse p/CIP protein stability. F442A p/CIP-EGFP cells, EGFP fluorescence, 16 h. 0.01% of 290,000 active. Q05BA5. decrease of EGFP signal, % at 10 µM;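 active = EGFP signal decrease of at least 30% at 10 µM or well 3 SD below plate mean, unless failing retest; inactive = the rest, including hits failing retest or dose response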; note: some compounds called inactive have numbers as strong as hits; many of its hits are not listed in these tables
Target sequence (Q05BA5 1-1403): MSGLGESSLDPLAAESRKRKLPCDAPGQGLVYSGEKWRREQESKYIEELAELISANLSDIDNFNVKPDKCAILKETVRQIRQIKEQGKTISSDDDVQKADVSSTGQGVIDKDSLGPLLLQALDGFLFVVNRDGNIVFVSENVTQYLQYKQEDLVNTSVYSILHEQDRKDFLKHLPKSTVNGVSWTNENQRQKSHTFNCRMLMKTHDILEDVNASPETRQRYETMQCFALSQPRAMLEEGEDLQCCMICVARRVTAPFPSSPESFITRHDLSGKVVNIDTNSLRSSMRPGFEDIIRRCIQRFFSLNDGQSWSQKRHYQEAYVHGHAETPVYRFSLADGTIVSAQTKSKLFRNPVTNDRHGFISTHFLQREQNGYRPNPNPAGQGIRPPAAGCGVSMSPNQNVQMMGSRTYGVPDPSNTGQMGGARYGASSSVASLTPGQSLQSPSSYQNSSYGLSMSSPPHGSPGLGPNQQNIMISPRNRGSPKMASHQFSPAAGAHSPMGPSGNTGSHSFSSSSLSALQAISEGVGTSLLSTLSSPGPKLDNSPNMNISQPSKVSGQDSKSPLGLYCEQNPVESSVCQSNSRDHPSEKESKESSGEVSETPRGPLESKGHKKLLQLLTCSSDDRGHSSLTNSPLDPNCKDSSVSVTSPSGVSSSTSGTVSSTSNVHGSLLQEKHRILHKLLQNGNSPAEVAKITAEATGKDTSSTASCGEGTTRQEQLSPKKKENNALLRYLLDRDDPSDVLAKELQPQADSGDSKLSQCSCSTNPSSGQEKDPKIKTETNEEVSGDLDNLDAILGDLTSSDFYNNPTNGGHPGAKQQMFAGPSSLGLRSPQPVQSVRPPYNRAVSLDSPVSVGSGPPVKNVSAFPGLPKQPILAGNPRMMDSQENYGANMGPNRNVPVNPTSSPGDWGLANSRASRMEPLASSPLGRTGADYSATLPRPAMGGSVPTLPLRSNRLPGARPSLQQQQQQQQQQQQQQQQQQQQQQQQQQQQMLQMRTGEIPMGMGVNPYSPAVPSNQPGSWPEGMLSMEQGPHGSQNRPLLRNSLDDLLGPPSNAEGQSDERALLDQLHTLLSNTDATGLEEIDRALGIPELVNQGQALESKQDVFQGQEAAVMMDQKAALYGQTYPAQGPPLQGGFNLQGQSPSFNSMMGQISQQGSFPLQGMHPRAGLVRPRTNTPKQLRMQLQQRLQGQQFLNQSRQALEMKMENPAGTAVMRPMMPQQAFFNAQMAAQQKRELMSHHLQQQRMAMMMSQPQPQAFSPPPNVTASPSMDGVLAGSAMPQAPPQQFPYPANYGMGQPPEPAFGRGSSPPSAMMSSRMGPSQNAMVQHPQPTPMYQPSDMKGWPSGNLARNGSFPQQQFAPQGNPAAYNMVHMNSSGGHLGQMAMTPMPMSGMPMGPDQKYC
NALP1 inh – NALP1 inhibition; S. cerevisiae NALP1/ASC/caspase-1 growth, X-gal OD620, 72 h; inhibition, % at 10 µM; 0.61% of 280,000 active; AID 2071; in the data active = inhibition mostly above about 24%, no sharp cut-off; inactive = mostly below about 32%; note: some compounds called inactive have numbers as strong as hits
IDE act – IDE (human) activation, cell-based; 0.073% of 340,000 active; activation, % at 5.96 µM; HEK cells, FAbeta-B cleavage, fluorescence polarization; 0% vehicle, 100% cell-free pure enzyme wells;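 active = activation above the mean of all tested compounds plus 3 SD, set per screening campaign, cut at about 17% in these data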
GPR7 antagonist – blocks human GPR7 receptor signaling; inhibition, % at 4.4 µM; GPR7-expressing cells, fluorescence antagonist assay; 1.1% of 290,000 active; in the data active = inhibition above about 16%, passing the limit was not always enough;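 note: cells stimulated with the agonist NPW; 0% = agonist with vehicle and 100% = vehicle without agonist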
* marks the source's active call; other numbers are inactive results; . = no result given.

Values in the order – PHOSPHO1 block	IDE inh	IMP-1 inh	M18AAP inhibitor	VIM-2 inhibitor	pCIP destab	NALP1 inh	IDE act	GPR7 antagonist
- CC1CCc2nc(NC(=O)c3cc(C(C)(C)C)nn3C)sc2C1 (stereo not drawn)
    14.9	-1.7	-2.1	4.6	-3.2	-1.4	.	8.7	-10.9
- CC(C)(C)c1ccc(C(=O)NCCCNC(=O)c2cccnc2)cc1
    23.9	1.9	-2.3	3.8	-4.3	0.6	4.2	1.3	-2.1
- CCOc1ccccc1N1CCN(Cc2ccc(Br)s2)CC1
    1.4	8.5	-1.0	5.1	-3.6	-5.3	12.2	4.0	-3.2
- CN(Cc1ccccc1)S(=O)(=O)c1ccc(N2CCOCC2)nc1
    37.7	-1.8	-0.3	-2.9	-2.7	-7.2	-6.1	6.5	3.9
- CCc1c(O)nc(SCC(=O)Nc2ccccc2C)[nH]c1=O
    -3.7	3.8	-1.9	-7.4	-0.1	4.6	10.5	0.9	1.6
- O=C(COC(=O)c1cccc(F)c1)NC1CC1
    31.9	-5.4	0.2	-1.8	-1.2	-4.1	-10.4	-1.5	-10.4
- O=C(CCCCCCN1C(=O)c2ccccc2C1=O)NC1CCCCC1
    -14.1	0.3	-2.3	-3.2	-1.8	-10.3	11.5	-3.1	-4.7
- COc1cc(S(=O)(=O)N2CCOCC2)ccc1NC(=O)CSc1nnc(N)s1
    64.6*	4.5	1.6	5.7	-4.7	-2.8	10.6	-2.7	-9.5
- CCOc1ccc(CN2C(=O)c3ccccc3C2=O)cc1C(=O)O
    44.2	2.5	-3.3	-3.6	3.0	-7.1	-2.2	2.6	-4.6
- CCCCNC(=O)NS(=O)(=O)c1ccc(NS(=O)(=O)c2ccccc2)cc1
    1.4	-6.9	-4.1	3.3	-2.6	-1.7	-26.2	-2.3	-7.0
- COc1ccc(OC)c(C2C(C(C)=O)=C(C)Nc3ncnn32)c1 (stereo not drawn)
    -1.3	2.7	-2.9	-2.5	-1.9	-3.0	13.2	0.5	-3.7
- Cc1cc(CC(C)C)n(-c2nc3ccccc3c(=O)n2OCc2ccccc2)n1
    30.5	1.5	-0.4	9.9	1.8	4.9	15.9	-2.2	-12.8
- COc1ccc(C)cc1S(=O)(=O)N1CCC(C(=O)N2CCOCC2)CC1
    -7.9	0.6	-4.1	1.7	-1.9	10.0	-5.3	-3.7	-13.8
- CCc1ccc(NC(=O)NCc2ccccn2)cc1
    17.6	-3.2	-1.0	-12.1	-2.7	-4.4	19.3	4.6	-6.2
- O=C(O)CCC(=O)N1N=C(c2ccco2)CC1c1ccco1 (stereo not drawn)
    35.7	0.0	2.0	-7.9	-0.1	-4.6	-0.7	7.1	-13.2
- CC(C)(C)n1nnnc1C(c1cccc(C(F)(F)F)c1)N1CCOCC1 (stereo not drawn)
    11.0	1.5	-3.0	2.0	-1.1	-7.1	-1.4	-1.9	-0.8
- CN(C)S(=O)(=O)c1cccc(NC(=O)CN2C(=O)C3C4C=CC(C4)C3C2=O)c1 (stereo not drawn)
    8.8	5.2	-2.5	0.1	0.9	-6.2	22.6	3.0	-6.0
- CCOC(=O)NC(=O)CSc1ccc2ccccc2n1
    -98.9	3.6	0.5	-7.9	4.2	10.0	16.0	2.5	5.3
- COc1ccc(CCNC(=O)C2CCCN(C(=O)c3ccc(Cl)cc3)C2)cc1 (stereo not drawn)
    36.0	2.4	-2.8	3.0	-1.9	1.7	1.7	1.8	-8.0
- N#Cc1cn(CC(=O)O)c2ccccc12
    -0.8	3.1	-1.2	3.8	-0.8	9.5	15.6	5.0	-0.1
- Cc1nc(-c2cccc(NC(=O)Cc3ccccc3)c2)cs1
    4.2	-1.0	-1.2	4.0	-0.4	19.2	7.3	5.7	-0.2
- COc1ccc(NC(=O)CCCCn2c(=O)[nH]c3ccccc3c2=O)cc1
    3.8	-6.6	-0.3	-1.0	1.3	-0.4	-36.0	-4.0	-0.5
- Cc1ccc(CCNS(=O)(=O)c2cnc[nH]2)cc1
    -10.0	5.7	-4.8	-6.6	-1.6	-5.8	3.3	2.9	1.7
- CCN(CC)CCCC(C)NC(=O)c1cc(=O)c2ccccc2o1 (stereo not drawn)
    31.7	-2.1	0.3	-1.2	0.1	-4.6	-20.1	-2.7	-10.1
- CCNC(=O)COC(=O)c1cc(S(=O)(=O)N2CCCc3ccccc32)ccc1Cl
    20.3	4.7	-1.9	3.9	-2.0	-8.3	2.8	6.0	-9.6
- CCC(C)n1cnc2c(=O)oc3ccccc3c21 (stereo not drawn)
    11.6	2.1	0.8	-0.7	0.1	-6.1	7.2	-4.3	-2.9
- COc1ccc(C(=O)Nc2ccc3ccccc3n2)c(OC)c1OC
    34.8	-5.6	1.1	-7.3	0.3	-0.3	2.8	2.9	-3.5
- O=C(CSc1nc(O)c(C2CCCCC2)c(=O)[nH]1)Nc1ccc(F)cc1
    26.5	0.9	-1.6	6.7	-1.2	-0.7	21.0	0.0	-2.4
- O=C(O)COc1ccccc1Cc1ccccc1
    1.0	3.5	-4.4	-6.8	-0.9	-1.4	10.9	1.0	-3.5
- COc1ccc(NC(=O)N2CCN(C(=O)Nc3ccc(OC)cc3)CC2)cc1
    46.5	3.5	-3.0	2.9	-2.9	1.1	8.1	3.9	-18.8
- CNC(=S)N(CCc1c(C)[nH]c2ccc(C)cc12)Cc1cccnc1
    20.2	-2.9	-1.3	-12.9	-0.4	1.5	5.0	-1.2	10.9
- CCCN(CCC)c1nc(Cl)nc(NCc2ccco2)n1
    -6.1	-2.6	-0.9	-0.5	0.6	-5.0	29.8	3.7	21.2*
- CCOC(=O)CCC(NC(=O)CCCCCCCC(=O)NC(CCC(=O)OCC)C(=O)OCC)C(=O)OCC (stereo not drawn)
    -12.5	4.0	-2.5	-11.1	0.1	-2.0	16.9	4.0	-12.2
- O=C(O)CCNS(=O)(=O)c1ccc(Oc2ccccc2)cc1
    5.5	3.0	-2.6	2.4	-1.0	6.9	15.2	1.4	-1.7
- CCOC(=O)C(C)NC(=O)CCc1nnc2ccc(N3CCC(C)CC3)nn12 (stereo not drawn)
    -11.2	10.0	1.0	-1.5	-0.8	5.6	-3.7	6.4	5.2
- CC(C)(C)NC(=O)CSc1nnc(Cc2ccccc2)n1CC1CCCO1 (stereo not drawn)
    24.7	2.1	-1.9	-1.2	-2.3	0.0	5.3	2.4	-12.9
- O=C(CSC(=S)N1CCOCC1)Nc1ccc(S(=O)(=O)Nc2ncccn2)cc1
    19.9	-4.0	0.1	-12.9	1.3	-8.3	22.8	3.7	-2.5
- CCc1ccc(NC(=O)C(C)OC(=O)/C=C/c2cccc([N+](=O)[O-])c2)cc1 (stereo not drawn)
    7.2	1.9	-2.5	1.9	-0.9	9.2	30.9	4.7	-6.8
- COc1ccc(CN2CCNC(=O)C2CC(=O)N2CCc3ccccc3C2)c(OC)c1 (stereo not drawn)
    19.9	1.9	-0.7	1.3	1.4	3.7	1.3	-0.2	7.1
- Cc1cc(NC(=O)CCC(=O)N(Cc2ccco2)C(C(=O)NC2CCCCC2)c2cccs2)no1 (stereo not drawn)
    14.8	-2.7	-3.2	-0.6	-2.2	-12.8	0.3	3.9	-4.6
- S=C(NCc1ccc(Cl)cc1)NCc1ccco1
    32.7	.	-3.1	24.6	-5.9	-0.2	6.5	3.2	-7.2
- Fc1cccc(Nc2nc3ccccc3n3cnnc23)c1
    .	-1.5	-0.8	-1.7	1.7	4.5	2.1	2.5	-4.1
- CC(O/N=C\c1ccccc1O)C(=O)Nc1ccccc1C(=O)N1CCOCC1 (stereo not drawn)
    -6.8	4.3	-1.6	-6.6	-1.1	-16.4	-6.9	-1.9	1.1
- CC1CN(C(=O)c2ccc(COc3ccccc3Br)o2)CC(C)O1 (stereo not drawn)
    38.5	4.0	-2.9	0.7	-2.9	-17.4	8.9	-1.7	-8.1
- COc1ccc(S(=O)(=O)N2CCOCC2)cc1NC(=O)CSc1ccccc1
    .	0.0	-0.8	8.1	-4.9	-2.8	10.3	-1.3	-4.6
- COc1ccc(NC(=O)C2CCCN2S(=O)(=O)c2ccc(F)cc2)cc1 (stereo not drawn)
    8.6	-0.2	-3.2	6.1	1.1	-9.6	-0.4	0.3	-1.6
- c1cc2c3c(cccc3c1)C(N1CCOCC1)=N2
    20.0	-16.3	-0.3	1.3	2.8	1.3	10.7	.	-4.1
- CCN1c2ccccc2N(C)C1(C)c1ccccc1 (stereo not drawn)
    -10.7	6.1	-2.2	-1.9	-0.8	-7.6	16.9	-2.1	1.7
- O=C(CSc1ccsc1[N+](=O)[O-])NCc1ccco1
    19.5	-1.6	-3.8	8.0	-2.3	1.0	8.3	3.4	2.8
- COC(=O)c1cccc(C23CC4(C2)[C@H](CN(C)[C@@H]4c2ccccc2)C3c2ccccc2)c1 (stereo partly drawn)
    30.9	0.6	.	.	.	-9.9	.	-2.4	.
- O=C(CN(Cc1ccccc1)S(=O)(=O)c1ccccc1)N/N=C/c1ccccc1C(=O)O
    44.5	-0.8	-1.4	-1.8	0.8	2.3	10.4	6.6	3.3
- Cc1sc(NC(=O)COc2ccccc2)c(C#N)c1-c1ccccc1
    3.2	-5.0	-3.3	5.3	-4.7	6.3	22.6	2.6	-11.9
- CCOC(=O)N1CCC(NC(=O)Cn2cc3c(n2)CCC(C)C3)CC1 (stereo not drawn)
    11.1	7.2	-4.9	-5.2	-2.7	-44.4	-103.1	-0.9	-15.8

Rewritten as a markdown table: 2 of the compounds above
| canonical_smiles | PHOSPHO1 block | IDE inh | IMP-1 inh | M18AAP inhibitor | VIM-2 inhibitor | pCIP destab | NALP1 inh | IDE act | GPR7 antagonist |
| --- | --- | --- | --- | --- | --- | --- | --- | --- | --- |
| CCN1c2ccccc2N(C)C1(C)c1ccccc1 (stereo not drawn) | -10.7 | 6.1 | -2.2 | -1.9 | -0.8 | -7.6 | 16.9 | -2.1 | 1.7 |
| O=C(CSc1ccsc1[N+](=O)[O-])NCc1ccco1 | 19.5 | -1.6 | -3.8 | 8.0 | -2.3 | 1.0 | 8.3 | 3.4 | 2.8 |

Screening data (PubChem)

Compounds were not picked by outcome; 5.3% or so of the library scored in one or more.
